HEK293 viab: reduces viability of HEK-293 SNCA reporter cells. HEK-293-SNCA-luc viability, GF-AFC fluorescence, 24 h. Potency, µM (doses to about 57.1 µM), inactives show at the highest dose activity change, negative = cytotoxicity, hits mostly cytotoxic. 150,000 compounds, 0.12% hits. AID 1671193;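 also: potency is read from the fitted curve at half-maximal effect; 0% = DMSO-treated cells and -100% = medium-only wells without cells; nearly all actives have a fitted effect of over 30% in size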
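HEK-293-SNCA-luc cells (1500/well) plated 24 h, then exposed 24 h to a dilution series; GF-AFC added 30 min at 37C, fluorescence 405/540 nm; normalised to medium-only and DMSO wells, Hill fit.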
FLuc inh: inhibitors of firefly (Photinus pyralis) luciferase | purified P. pyralis luciferase, luminescence, biochemical | Potency, µM (highest dose often 115 µM), inactives show at the highest dose activity change, negative = inhibition, hits mostly inhibitors | 76,000 compounds, 2.5% hits; also: potency is read from the fitted curve at half-maximal effect; nearly all actives have a fitted effect of over 65% in size
Target sequence (P08659 whole entry, looked up): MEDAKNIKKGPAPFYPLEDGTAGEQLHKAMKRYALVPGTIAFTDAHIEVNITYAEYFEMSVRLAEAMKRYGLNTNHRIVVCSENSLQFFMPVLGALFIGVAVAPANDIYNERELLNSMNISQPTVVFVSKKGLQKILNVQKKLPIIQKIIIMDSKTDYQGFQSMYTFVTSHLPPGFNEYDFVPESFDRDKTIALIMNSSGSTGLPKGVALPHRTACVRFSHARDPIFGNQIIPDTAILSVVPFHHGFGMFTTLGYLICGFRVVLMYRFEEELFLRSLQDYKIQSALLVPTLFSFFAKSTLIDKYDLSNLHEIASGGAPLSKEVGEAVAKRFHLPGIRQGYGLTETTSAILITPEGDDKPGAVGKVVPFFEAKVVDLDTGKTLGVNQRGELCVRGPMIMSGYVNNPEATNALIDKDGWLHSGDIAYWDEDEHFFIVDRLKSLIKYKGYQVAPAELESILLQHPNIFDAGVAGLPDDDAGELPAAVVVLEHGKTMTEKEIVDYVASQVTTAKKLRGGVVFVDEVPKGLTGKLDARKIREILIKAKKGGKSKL
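Cell-free enzyme assay, 10nM P. pyralis luciferase, luciferin and ATP each at 10uM. Inhibition profiled over a 6-point titration, read as luminescence.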
HEK293 tox: cytotoxic compounds in HEK 293 cells | 94,000 compounds, 6.6% hits | Potency, µM (top dose mostly 115 µM), for the others: at the top dose activity change, negative = cytotoxicity, usual class: inhibitors | AID 1345083 | HEK 293 viability, ATP luminescence (CellTiter-Glo), 48-72 h; also: potency is read from the fitted curve at half-maximal effect; nearly all actives have a fitted effect of over 60% in size
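HEK 293 cells seeded at 250 cells/well were exposed to compound for 48 or 72 hr at 37 degree Celsius. Viability taken as ATP content by CellTiter-Glo luminescence.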
3T3 cytotox: kills NIH 3T3 cells; NIH 3T3 viability, CellTiter-Glo ATP luminescence, 48-72 h; Potency, µM (series often up to 96.7 µM), inactives show at the highest dose activity change, negative = cytotoxicity, usual class: inhibitors; 94,000 compounds, 4.3% hits; AID 1345082; also: potency is read from the fitted curve at half-maximal effect; nearly all actives have a fitted effect of over 55% in size
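Viability of NIH 3T3 cells after 48 or 72 hr compound treatment at 37 °C was assessed by CellTiter-Glo, with luminescence imaged following a 10 min room-temperature step.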
SNCA expr inhib: inhibitors of alpha-synuclein (SNCA) gene expression. HEK-293 SNCA-luciferase knock-in, luminescence, 24 h. Potency, µM (titrated, usually from 57.2 µM), without a hit: at the highest dose activity change, negative = inhibition, actives largely listed as inhibitors. 140,000 compounds, 0.17% hits;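 also: potency is read from the fitted curve at half-maximal effect; plate controls were DMSO cells for no effect and cell-free wells for full effect; nearly all actives have a fitted effect of over 45% in size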
GPT2 inhibitor: blocks human glutamate pyruvate transaminase 2; Recombinant GPT2, coupled pyruvate oxidase/HRP Amplex Red fluorescence; Potency, µM (titrated, usually from 57.7 µM), for the others: top-dose activity change, negative = inhibition, actives largely listed as inhibitors; 100,000 compounds, 0.25% hits; also: potency is read from the fitted curve at half-maximal effect; nearly all actives have a fitted effect of over 60% in size; many of its hits are not listed in these tables
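Fluorescence of coupled pyruvate oxidase/HRP/Amplex Red system (50uM Amplex, 30 min, dark) reports pyruvate formed by GPT2. Enzyme reaction: 10ng/uL GPT2, 2mM L-alanine, 250uM a-KG, 30 min room temperature, pH 7.5; 50uM AOA control.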
IP6K1 inh: blocks human inositol hexakisphosphate kinase 1; Q92551; IP6K1 kinase, ADP-Glo luminescence, 2 h; stronger effect = lower value; activity change, % (series mostly up to about 58 µM); 140,000 compounds, 0.81% hits; AID 1645851; in the data active = activity change below about -25%
Target sequence (Q92551 whole entry, looked up): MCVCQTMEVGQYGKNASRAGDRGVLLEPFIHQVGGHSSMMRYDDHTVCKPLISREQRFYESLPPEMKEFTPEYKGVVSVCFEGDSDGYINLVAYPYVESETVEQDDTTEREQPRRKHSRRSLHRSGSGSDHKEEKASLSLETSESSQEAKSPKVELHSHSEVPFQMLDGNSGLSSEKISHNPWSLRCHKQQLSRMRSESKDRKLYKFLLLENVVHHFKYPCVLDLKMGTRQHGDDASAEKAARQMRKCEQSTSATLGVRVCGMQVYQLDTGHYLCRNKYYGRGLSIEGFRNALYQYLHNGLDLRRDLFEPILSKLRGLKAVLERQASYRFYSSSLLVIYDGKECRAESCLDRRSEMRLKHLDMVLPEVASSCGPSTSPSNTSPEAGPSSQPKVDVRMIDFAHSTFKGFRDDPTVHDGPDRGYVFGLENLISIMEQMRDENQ
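ADP-Glo luminescence measures ADP made by human IP6K1 during a 2 h RT reaction with ATP/IP6 (mix at 1.3 mM/130 uM); top library doses 57.5 and 19.1 uM final.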
The depositor's hits bear a star; i = inactive; u = inconclusive; x = not tested or not shown; [ ] = dose if it differs, or a comment. Unless noted, calls follow the shape of the dose curve; as a rule, active = well fitted curve in the direction sought with a large enough effect; inconclusive = small, poorly fitted or top-dose-only effect, or another doubt; inactive = no such curve, though single readings can be large; an effect the other way counts as inactive or inconclusive. Unless noted, % is scaled to controls: 0 for no effect and ±100 for the full control effect. Only part of the results is shown; the hit share may differ from the screen's.

item	Structure	HEK293 viab	FLuc inh	HEK293 tox	3T3 cytotox	SNCA expr inhib	GPT2 inhibitor	IP6K1 inh
1	O=C(c1cc2n(n1)CC(c1ccc(Cl)cc1)OC2)N1CCc2ccccc2C1 (configuration not stated)	5%	8%	-12%	-9%	0%	5%	-18
2	CCOC(=O)c1cnc2ccccc2c1NCCc1ccc(OC)c(OC)c1	u	x	x	x	-22%	x	8
3	O=C(NCc1ccccc1F)C(=O)NCC(c1cccs1)S(=O)(=O)c1cccs1 (configuration not stated)	-23%	x	x	x	7%	x	23
4	COc1ccc2c(c1)c(N1CCCC1=O)c(C(=O)Nc1ccccc1C(F)(F)F)n2C	-10%	x	x	x	33%[activator]	x	14
5	CC(C)OC(=O)c1c(NC(=O)COc2cccc(Br)c2)sc2c1CCCC2	10%	x	x	x	u	x	45
6	COc1ccc(CCCc2nnc(SCC(=O)Nc3cccc(C)c3)o2)cc1C	5%	x	x	x	-6%	x	10
7	Cc1ccccc1Cn1c(=O)n(Cc2ccc3c(c2)OCO3)c(=O)c2oc3ccccc3c21	-2%	x	x	x	4%	x	-10
8	Cc1ccc(-n2c(=O)c3c(cnn3C)n(CC(=O)Nc3ccc(C)cc3C)c2=O)cc1	-13%	x	x	x	23%	x	2

item	Structure	HEK293 viab	FLuc inh	HEK293 tox	3T3 cytotox	SNCA expr inhib	GPT2 inhibitor	IP6K1 inh
9	CCc1ccc(S(=O)(=O)c2nnn3c2nc(Nc2ccc(F)cc2)c2cc(Cl)ccc23)cc1	8%	x	x	x	-4%	x	13
10	O=C(c1ccc(Cl)cc1)N1CCC(OC2CCN(Cc3cccnc3)CC2)CC1	5%	-1%	u	-26%	10%	i	-3
11	CN(C)C[C@@H]1CN(S(C)(=O)=O)C[C@H]1NC(=O)Cc1ccc(F)cc1	7%	4%	0%	-4%	-8%	1%	19
12	Cc1cc2c(Nc3cccnc3)nc(-c3c(C)noc3C)cc2[nH]1	-8%[87.6 µM]	8%[172 µM]	u	u	36%[activator][87.6 µM]	5%[88.5 µM]	-23
13	O=C(Nc1cccc(C(F)(F)F)c1)N[C@H]1CO[C@H]2[C@@H]1OC[C@@H]2n1nnnc1Oc1ccccc1	-4%	0%	i	-1%	9%	i	-4
14	Cc1oc(C(O)c2ccccc2)nc1C(=O)NCc1ccco1 (configuration not stated)	8%[87.6 µM]	-4%[172 µM]	u	u	6%[87.6 µM]	-14%[88.5 µM]	-1
15	NC(=O)COC[C@@H]1CN(Cc2ccco2)C[C@H]1c1ccncc1	6%	0%	4%	-16%	2%	i	-9
16	Cc1cc(-c2cc3c(nc2-c2ccccc2)nc(C(=O)NCCN(C)C)n3C)ccn1	-10%[87.6 µM]	0%[172 µM]	-24%[172 µM]	u	9%[87.6 µM]	-3%[88.5 µM]	3

item	Structure	HEK293 viab	FLuc inh	HEK293 tox	3T3 cytotox	SNCA expr inhib	GPT2 inhibitor	IP6K1 inh
17	Cc1ccc(OC2CCN(C(=O)C3CCCN(CC(N)=O)C3)CC2)cc1 (configuration not stated)	u	-2%	i	0%	9%	i[11.5 µM]	14
18	Cc1cccc(C)c1NC(=O)c1oc2ccc3c(c2c1C)C(=O)CC(C)(C)O3	-2%	x	x	x	76%[activator]	x	28
19	COc1ccc2nc(CO[C@H]3CN(C4CCC4)C[C@H]3F)[nH]c2c1	0%[87.6 µM]	10%[172 µM]	-13%[172 µM]	-6%[138 µM]	92%[activator][87.6 µM]	1%[88.5 µM]	4
20	Cn1nc(C2CCNCC2)n(CCc2ccccc2)c1=O	-1%	0%	-7%	-7%	43%[activator]	i	9
21	COc1ccc(NC(=O)C2(C)COCc3cnc(Nc4ccccc4)nc32)cn1 (configuration not stated)	-12%[87.6 µM]	-22%[172 µM]	u	u	6%[87.6 µM]	u	-16
22	COc1ccc2nc([C@H]3CCN(Cc4cccc(C#N)c4)C3)[nH]c2c1	-25%[87.6 µM]	-28%[172 µM]	40µM*	32µM*	-14%[87.6 µM]	i	-1
23	O=C(NCc1ccccn1)c1ccc2nnc(-c3ccc(F)cc3)n2c1	1%	x	i	-8%	0%	i	-2
24	COc1ccc(-c2cc(C(=O)NCc3ccccc3)c3c(-c4ccccc4)[nH]nc3n2)cc1	-1%	x	x	x	57%[activator]	x	0

item	Structure	HEK293 viab	FLuc inh	HEK293 tox	3T3 cytotox	SNCA expr inhib	GPT2 inhibitor	IP6K1 inh
25	COc1ccc(-c2cccc(C(=O)N3CCN(C(=O)c4ccccc4F)CC3)c2)nn1	x	x	-24%	-7%	x	x	6
26	COCCN1C(=O)c2ccccc2C(C(=O)Nc2nccs2)C12CCCCC2 (configuration not stated)	-5%	-8%	1%	-26%	-26%	u	29
27	CC(=O)NC1CC2(CCN(C(=O)Cc3c[nH]c4ccccc34)CC2)c2ccccc21 (configuration not stated)	1%	x	3%	-3%	23%	-2%	34
28	O=C(Nc1ccccc1F)N1CCC(N2C(=O)C3(CCCCC3)C2c2ccccc2)CC1 (configuration not stated)	u	-5%	u	u	1%	-7%	-13
29	C[n+]1ccccc1/C=N/O	-17%[23.9 µM]	x	x	x	-6%[25.6 µM]	2%	-8
30	CC[C@H]1CN(C(=O)Nc2cccc(C(F)(F)F)c2)CC[C@H]1CC(=O)N(C)CCC#N	-16%[87.6 µM]	1%[172 µM]	u	u	-15%[87.6 µM]	u	4
31	CCNC(=O)N[C@H]1CO[C@H]2[C@@H]1OC[C@@H]2Nc1nccc(-c2ccc(-c3ccccc3)cc2)n1	-11%	u	10µM*	-29%	-3%	-5%	1
32	COc1ccccc1CCC(=O)N1CCC(N2CC3CC(C2)[C@H]2CCCC(=O)N2C3)CC1 (some centres not stated)	8%	-6%	-27%	-2%	-19%	i	7

item	Structure	HEK293 viab	FLuc inh	HEK293 tox	3T3 cytotox	SNCA expr inhib	GPT2 inhibitor	IP6K1 inh
33	CCNC(=O)c1n[nH]c2c1CN(C(=O)c1cccc(OC(F)(F)F)c1)CC2	-1%	-2%	-18%	u	-5%	i	-13
34	COC1CN(C2CCN(C(=O)c3ccoc3)CC2)C12CCOCC2 (configuration not stated)	9%	1%	-1%	4%	-7%	i	9
35	Cc1noc(C)c1-c1cc2c(c(-c3ccc(F)c(Cl)c3)c1)C(=O)N(C)C2	u	-3%[172 µM]	u	u	8%[87.6 µM]	-8%[88.5 µM]	11
36	CCOC(=O)c1cnn(-c2ccc(C(=O)Nc3ccc(C(C)=O)cc3)cc2)c1N	-5%	x	x	x	-22%	x	-3
37	Cc1cccc(CC(=O)N2CC(Oc3ccccc3-c3noc(C)n3)C2)c1	1%	0%	-12%	-26%	-9%	i	5
38	Cc1ccc(C2=NN(CC(=O)NCCCN(CC(C)C)CC(C)C)C(=O)CC2)cc1	0%	x	x	x	39%[activator]	x	7
39	Cc1ccc(N2CC(c3noc(-c4ccccc4C)n3)CC2=O)cc1 (configuration not stated)	23%	-16%	u	u	-18%	-15%	-9
40	COc1ccc(N2CC(c3noc(-c4ccccc4C)n3)CC2=O)cc1 (configuration not stated)	0%	4%	u	u	0%	i	22

item	Structure	HEK293 viab	FLuc inh	HEK293 tox	3T3 cytotox	SNCA expr inhib	GPT2 inhibitor	IP6K1 inh
41	CCn1ccnc1C1CCN(c2nc3ccccc3s2)CC1	-5%	3.2µM*	u	-1%	-9%	-2%	11
42	COCc1ccc2c(c1)c(OC(C)(C)C(=O)NCCCn1ccnc1)nn2Cc1cccc(OC)c1	2%	-1%	u	u	12%	-9%	16
43	COc1cccc(CN2C[C@H]3[C@H](C2)[S+](=O)([O-])C(C)(C)C(=O)N3Cc2ccccc2)c1	13%[87.6 µM]	-10%[172 µM]	u	u	1%[87.6 µM]	3%[88.5 µM]	11
44	COc1ccc(-c2nc(C)c(CCNC(=O)C(=O)Nc3ccccc3C#N)s2)cc1OC	4%	x	x	x	93%[activator]	x	4
45	COc1ccccc1CNCCSc1nnnn1C	0%	x	x	x	-8%	x	-7
46	O=C(Nc1ccccc1Cl)C1CN(S(=O)(=O)C2CC2)CC12CCCCC2 (configuration not stated)	-12%	20%	-25%	-16%	-25%	-5%	4
47	O=C(c1ccc(C(F)(F)F)cc1)N1CCC2(C1)C(=O)Nc1ccccc12 (configuration not stated)	10%	x	-10%	-10%	-1%	-11%	-22
48	CC(=O)N1CCN(C(=O)c2cc(-c3ccccc3C(F)(F)F)nc3c2cnn3C)CC1	x	x	1%	-14%	x	x	15

item	Structure	HEK293 viab	FLuc inh	HEK293 tox	3T3 cytotox	SNCA expr inhib	GPT2 inhibitor	IP6K1 inh
49	CC(C)(C)C1CCc2c(sc(NC(=O)CCC(=O)O)c2C(=O)Nc2ccccc2C(F)(F)F)C1 (configuration not stated)	-18%	x	x	x	u	x	-3
50	Cc1c(C(=O)Nc2ccc(F)cc2)oc2ccc(S(=O)(=O)N3CCCCCC3)cc12	-20%	x	x	x	-13%	x	-16
51	COCCn1nc2n(c1=O)CCN(C(=O)Cc1ccc(OC)c(OC)c1)CC2	6%	6%	1%	i	1%	0%	-15
52	COC(C(=O)N1CCC2(CC1)Nc1ccccc1NC2=O)c1ccccc1 (configuration not stated)	-25%	4%	-26%	-6%	19%	-37%	2

By substructure: the entries above with a CF3 group
item	Structure	HEK293 viab	FLuc inh	HEK293 tox	3T3 cytotox	SNCA expr inhib	GPT2 inhibitor	IP6K1 inh
4	COc1ccc2c(c1)c(N1CCCC1=O)c(C(=O)Nc1ccccc1C(F)(F)F)n2C	-10%	x	x	x	33%[activator]	x	14
13	O=C(Nc1cccc(C(F)(F)F)c1)N[C@H]1CO[C@H]2[C@@H]1OC[C@@H]2n1nnnc1Oc1ccccc1	-4%	0%	i	-1%	9%	i	-4
30	CC[C@H]1CN(C(=O)Nc2cccc(C(F)(F)F)c2)CC[C@H]1CC(=O)N(C)CCC#N	-16%[87.6 µM]	1%[172 µM]	u	u	-15%[87.6 µM]	u	4
33	CCNC(=O)c1n[nH]c2c1CN(C(=O)c1cccc(OC(F)(F)F)c1)CC2	-1%	-2%	-18%	u	-5%	i	-13
47	O=C(c1ccc(C(F)(F)F)cc1)N1CCC2(C1)C(=O)Nc1ccccc12 (configuration not stated)	10%	x	-10%	-10%	-1%	-11%	-22
48	CC(=O)N1CCN(C(=O)c2cc(-c3ccccc3C(F)(F)F)nc3c2cnn3C)CC1	x	x	1%	-14%	x	x	15
49	CC(C)(C)C1CCc2c(sc(NC(=O)CCC(=O)O)c2C(=O)Nc2ccccc2C(F)(F)F)C1 (configuration not stated)	-18%	x	x	x	u	x	-3

Bioassay records deposited in PubChem BioAssay by National Center for Advancing Translational Sciences (NCATS).
